Screening data (PubChem BioAssay)
TTR transcr act – TTR transcription activators in neuroblastoma reporter cells, primary screen, cell-based, luminescence, SH-SY5Y, TTR promoter Gaussia luciferase | 92,000 compounds, 1.3% hits | 100% = recombinant luciferase protein wells | AID 1117267, 2014 | activation, % at 16.7 µM;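 active = activation above the mean of all tested compounds plus 3 SD, cut at about 9.5% in these data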;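 note: cells exposed to compounds for one day before reading; 0% = median of all test compound wells on the plate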
* hit, by the source's call. Only part of the results is shown, so the mix of outcomes need not match the whole.

SMILES | TTR transcr act
Cc1ccc(NC(=O)CN(C)C(=O)COc2ccc(C(=O)c3ccc(F)cc3)cc2)cc1 | -1.1
CN(Cc1ccc(-n2cccn2)cc1)Cc1cn(C)nc1-c1ccccc1F | -0.1
Cc1ccc(NCc2ccco2)cc1C | 2.8
O=S(=O)(NCCc1ccncc1)c1ccc(S(=O)(=O)N2CCCCCC2)cc1 | 1.9
CC(C)(C)C(=O)N1N=C(c2ccc(NS(C)(=O)=O)cc2)CC1c1cccs1 (stereo not drawn) | -0.2
Oc1c(Br)cc(Br)cc1CNc1cnc2ccccc2c1 | -0.8
CCOC(=O)c1c(CN2CCN(C)CC2)oc2ccc(O)cc12 | -0.8
O=C(NNc1ccc(Cl)cc1)C1CCC1 | -0.1
CCOC(=O)c1[nH]c2ccccc2c1NC(=O)c1ccc(S(=O)(=O)N(C)C)cc1 | -0.5
CC(OC1=CC(=O)CCC1)C(=O)c1ccccc1 (stereo not drawn) | 1.7
O=C(/C=C/c1ccco1)NCC(=O)N/N=C/c1ccccc1[N+](=O)[O-] | 2.1
Cc1cc(C)cc(NC(=S)N(CCN2CCCCC2)Cc2ccco2)c1 | 0.8
Cc1ccc(CN(C)C[C@H]2OCc3cnnn3CCCC(=O)N([C@H](C)CO)C[C@@H]2C)cc1 | 2.4
O=C(CCC1CCCCC1)NCCN1C2=NC[C@H](Cc3ccc(O)cc3)N2C[C@H]1Cc1ccc(O)cc1 | 2.1
CC(C)(C)c1ccc(C(=O)NCCC(=O)Nc2ccc(S(=O)(=O)Nc3nccs3)cc2)cc1 | -0.1
Cc1cc(NC(=O)Cc2ccccc2)ccc1NC(=O)c1cccs1 | -1.7
COc1ccc(NC(=S)NCc2ccc3c(c2)cc(C)n3C)cc1 | 5.5
CC(C)C(NC(=O)c1ccccc1F)C(=O)OCC(=O)c1ccc(F)cc1 (stereo not drawn) | 2.8
Cc1ccc(CN2CCN(/N=C/c3cccn3C)CC2)c(C)c1 | -0.3
COc1ccccc1/C=N/NC(=O)CO | 0.6
Clc1ccc(Oc2nc(N3CCOCC3)nc(N3CCOCC3)n2)c(C2CCCCC2)c1 | 2.4
CN(C)c1ccc(/C=C(\NC(=O)c2ccccc2)C(=O)NCCCn2ccnc2)cc1 | -0.3
CCC1CCCCN1Cc1ccc(N)cc1 (stereo not drawn) | -1.3
CC1(C(=O)NC2CCCC2)CCC(=O)N1CCc1c[nH]c2ccccc12 (stereo not drawn) | 2.2
NC(=O)CCC(=O)N1CCCC(C(=O)c2ccc(C(F)(F)F)cc2)C1 (stereo not drawn) | -0.2
SMILES | TTR transcr act
Cc1cccc(Nc2c(-c3ccc(N4CCOCC4)cc3)nc3ncccn23)c1 | 0.5
O=C(Nc1cc(N2CCCCC2)ncn1)c1ccc(F)cc1 | -1.0
CC/C(=N/NC(=O)c1ccc(Br)o1)c1ccc(Cl)cc1 | -2.2
O=C(CSc1nc(O)cc(=O)n1-c1ccccc1)c1ccc(Br)cc1 | -1.3
COC(=O)c1ccc(C)c(NC(=O)Cc2ccc([N+](=O)[O-])cc2)c1 | -0.8
CC(=O)n1cc([C@@H]2C=C(C(=O)O)O[C@H](OCc3ccc(CO)cc3)C2)c2ccccc21 | 0.9
Cc1ccc2[nH]c3c(=O)n(CCN4CCOCC4)cnc3c2c1 | -3.4
CN(CCOc1ccc(Cl)cc1)C(=O)Cc1ccc(S(=O)(=O)N2CCOCC2)s1 | 0.7
CCOC(=O)C1CCCN(C(=O)C2CCCN(S(=O)(=O)c3ccc4c(c3)oc(=O)n4C)C2)C1 (stereo not drawn) | -1.5
CC(=O)N(C(C)=O)c1ccc2c(c1)OCCO2 | -0.3
N#Cc1c(N)n(-c2ccc(N)cc2)c2nc3ccccc3nc12 | -1.3
CCOCCn1c(=O)c2c(nc3n2CC(C)CN3Cc2ccccc2)n(C)c1=O (stereo not drawn) | -2.1
COc1cccc(NC(=S)NC(=O)c2cncc(Br)c2)c1 | -1.4
C[C@H]1[C@@H](NC(=O)/C=C/c2ccccc2)CC[C@@]23CCCN2C(=O)CCC[C@@H]13 | 0.0
Cc1cc([N+](=O)[O-])nn1Cc1ccc(C(=O)N/N=C/c2ccc(N(C)C)cc2)cc1 | -1.4
CCOc1ccccc1OC(C)C(=O)Nc1ccc(S(=O)(=O)N2CCCC2)cc1 (stereo not drawn) | -0.2
N/C(=N\OC(=O)c1ccccc1)C(C(=O)NOC(=O)c1ccccc1)C1CCCCC1 (stereo not drawn) | -1.2
COc1ccc(-c2n[nH]c(=S)n2Cc2ccco2)cc1 | 0.5
CCCCNC(=O)C1(C)CCN1C(=O)c1ccc(C(F)(F)F)nc1C (stereo not drawn) | -1.3
COc1ccccc1C(=O)NNC(=O)CCC(=O)NCc1ccccc1 | 0.9
OCc1cc(-c2ccccn2)no1 | -2.3
Cc1cc(Nc2ccc3c(c2)OCCO3)c2ccccc2n1 | 1.0
O=C(NC(=S)Nc1ccccc1)c1cncc(C#Cc2ccccc2)c1 | -0.5
Cn1cccc1C(=S)N1CCOCC1 | -0.6
Cc1ccc(S(=O)(=O)N2C(=O)c3cccc4cccc2c34)cc1 | -2.0
SMILES | TTR transcr act
Cc1ccc2cc(C=C(C#N)C#N)c(N3CCCCC3)nc2c1 | 0.0
O=S(=O)(C(=CNc1ccccc1)S(=O)(=O)c1ccccc1)c1ccccc1 | -0.1
Cc1nc2ccc(NC(=O)c3ccc(S(=O)(=O)N4CCOCC4)cc3)cc2s1 | -5.3
COC(=O)[C@H](CCSC)NC(=O)Cn1cnc(C(=O)Nc2ccc(C)c(C)c2)n1 | -0.4
Cc1nnc(NS(=O)(=O)c2ccc(Br)cc2)s1 | 1.0
O=C(Cc1ccc(F)cc1)Nc1c2c(nn1-c1cccc(Cl)c1)CS(=O)C2 (stereo not drawn) | 2.7
COc1cccc(CNC(=O)C2CCC(CNS(=O)(=O)c3cccc4nsnc34)CC2)c1 (stereo not drawn) | 1.0
CC(C)N1C(=O)CCC1C(=O)N1CCC(Cc2ccccc2)CC1 (stereo not drawn) | 1.2
Cc1cc(=O)[nH]c(Nc2c(C)n(C)n(-c3ccccc3)c2=O)n1 | -2.9
CCCCN(C)C(=O)c1cc2cc([N+](=O)[O-])cc(OC)c2oc1=O | 1.8
CC(=O)N/C(=C\c1ccccc1)C(=O)OCC(=O)c1c(N)n(C)c(=O)n(C)c1=O | 0.7
Cc1ccc(NC(=O)NC2=N/C(=C(/C#N)C(=O)N3CCCC3)c3ccccc32)cc1 | -4.5
CC(=O)Nc1ccccc1-c1nc2ccc(C(=O)N3CCN(c4cccc(C)c4)C(C)C3)cc2[nH]c1=O (stereo not drawn) | -1.1
CCN1C(=O)C2(C(C(=O)c3ccc(C)o3)=C(O)C(=O)N2CCCN(C)C)c2ccccc21 (stereo not drawn) | 3.7
O=C(N/N=C\c1ccc(Sc2ccccn2)o1)c1cccc(Br)c1 | -2.8
Cc1ccc(-c2nn(CC(=O)NCCN3CCOCC3)c(=O)c3ccccc23)cc1 | 3.2
CCOc1ncccc1C(=O)OCC(=O)Nc1cc(C(C)(C)C)ccc1OC | -2.2
CCCNC(=O)C1CN(S(=O)(=O)c2ccc(C)cc2)c2ccccc2O1 (stereo not drawn) | 0.1
Cc1ccc(C)c(N2CCN(C(=O)CCc3nc(-c4ccc(Cl)cc4)no3)CC2)c1 | -0.2
Cc1occc1CNc1ncnc2ccc(-c3ccc4c(c3)OCO4)cc12 | 1.9
COCCN(C(=O)/C=C/c1ccccc1)c1c(N)n(Cc2ccccc2)c(=O)[nH]c1=O | -1.5
CCn1nc(C)c(Br)c1C(=O)Sc1ccccc1Cl | -0.1
C=CCn1c(NCc2cc(Cl)ccc2O)nc2ccccc21 | -0.6
COc1ccc(C(CNc2ccc(S(C)(=O)=O)cc2[N+](=O)[O-])N(C)C)cc1OC (stereo not drawn) | 0.2
CC(=O)C1=C(O)C(=O)N(c2cccc(Br)c2)C1c1ccccc1Cl (stereo not drawn) | -1.3
SMILES | TTR transcr act
CCOC(=O)c1cnc2c(C)cc(C)cc2c1NCCCN1CCOCC1 | 0.4
FC(F)(F)c1ccc(C2NCCc3sccc32)cc1 (stereo not drawn) | 0.8
CC1=C(C(=O)N2CCCC(C(=O)c3cccc4ccccc34)C2)OCCO1 (stereo not drawn) | -2.3
Cc1cc2nc(-c3ccc(C#N)cc3)c(Cc3cccc(F)c3)n2c(C)c1Br | -2.0
COc1ccc(N(CC(=O)N2CCN(c3ccc(Cl)cc3)CC2)S(=O)(=O)c2c(C)noc2C)cc1 | 4.2
COc1ccc(/C=N/NC(=O)c2nc(-c3ccccc3)cc(-c3ccccc3)n2)cc1OC | 4.3
O=C(OCc1ccc(Cl)c(Cl)c1)c1ccccn1 | -1.7
C=CCN(CC=C)CC(=O)Nc1ccc(S(N)(=O)=O)cc1 | -0.5
Cc1noc(C)c1COc1ccc(C(=O)OCC(=O)Nc2ccc(C(=O)N(C)C)cc2)cc1 | 3.0
O=C(CSc1nnc(Cc2ccccc2)n1Cc1ccco1)NC1CCCC1 | -1.3
OC(COCc1ccccc1)CN1CCN(Cc2ccc3c(c2)OCO3)CC1 (stereo not drawn) | -0.4
Cc1ccsc1/C=N/NC(=O)CN1CCN(Cc2ccccc2)CC1 | 1.7
O=C(CN(Cc1ccccc1)C(=O)CCC(=O)Nc1nccs1)NCc1ccco1 | -2.4
Cc1nn(CCC#N)c(NC(=O)c2ccc(Cl)cc2Cl)c1P(=O)(Nc1ccc([N+](=O)[O-])cc1)N1CCOCC1 (stereo not drawn) | 1.8
O=C1C=C(NCc2ccccc2)c2ccccc2C1=O | -5.1
Cn1c(=NC(=O)CSCC(=O)N2CCCC2)sc2ccccc21 | 3.0
O=C(NCc1nnc(SCc2ccc(F)cc2)n1-c1ccccc1)C12CC3CC(CC(C3)C1)C2 | -1.0
COc1ccc(NC(=O)Cn2nnc(C(=O)Nc3ccc(F)c(Cl)c3)c2N)cc1OC | -0.2
Cc1ccc(CN2C(=O)CCC2C(=O)N2CCN(c3ccc(F)cc3)CC2)cc1 (stereo not drawn) | 1.2
CC(=O)Oc1cccc(C2=CC(=O)CC(C)(C)C2=O)c1 | 0.3
O=C(Oc1ccccc1)c1ccccc1C(=O)Oc1ccccc1 | 0.1
C=C(C)CC(NCCc1ccccc1)c1ccco1 (stereo not drawn) | 0.3
Cc1c(/N=C/c2ccco2)n(Cc2ccccc2)c2ccccc12 | -5.2
Cc1ccc(S(=O)(=O)N(C)C)cc1NC(=S)NC12CC3CC(CC(C3)C1)C2 | 0.4
COc1ccccc1CCc1nnc(CCC(=O)NCCC2CCCCO2)o1 (stereo not drawn) | -1.3
SMILES | TTR transcr act
C/C(=N\NC(=O)c1ccc2c(c1)OCCO2)c1ccccc1 | -0.2
Cc1cc(/C=C2/NC(=O)NC2=O)c(C)n1C | -0.3
Cn1ccc(/C=N/N=C2/NC(=O)CS2)n1 | 0.4
C=CCNC(=O)/C(C#N)=C\c1cc(Cl)c(O)c(OCC)c1 | 4.1
C[C@H]1[C@H](NC(=O)c2cccc(C(F)(F)F)c2)CC[C@@]23CCCN2C(=O)CCC[C@@H]13 | -1.1
COc1ccc(Cl)cc1NC(=O)CN1C(=O)CSC1=O | -0.1
CCCCP(=O)(CCCC)Cc1ccccc1O | 0.4
COc1ccc(C(F)(F)F)cc1NC(=O)C(OC(=O)CNC(=O)c1ccccc1)c1ccccc1 (stereo not drawn) | 0.8
CC[C@]12c3[nH]c4ccc(Cl)cc4c3CCN1C(=O)[C@@H](CC(=O)NCCC1=CCCCC1)C[C@@H]2C(=O)N1CCN(C(=O)c2ccco2)CC1 | -0.6
Cc1sc2ncnc(SCc3ccc(C(=O)O)cc3)c2c1C | 2.2
COCC(=O)OC/C(O)=C(\C#N)c1nc2ccccc2[nH]1 | -2.5
Cc1cccc(NC(=O)NC2CCCc3ccccc32)c1 (stereo not drawn) | -0.9
Cc1ccc(C(=O)C2CCN(CC(=O)NC3CCCCC3)CC2)cc1 | -1.0
COC(=O)c1ccc(C)cc1C1CN=NC12Cc1cc(C)ccc1C2=O (stereo not drawn) | -0.9
OCCN(Cc1ccccc1)Cc1cccc(C(F)(F)F)c1 | 1.6
CN(CC(=O)N1CCCCC1)S(=O)(=O)c1ccc(Cl)cc1 | -0.8
O=C(NC1CCCCC1)/C(=N\O)c1ccccn1 | -1.8
Cc1[nH]c2ccccc2c1CCN(Cc1cccs1)C(=S)Nc1ccccc1 | 1.5
FC(F)(F)c1cccc(Cn2c3[n+](c4ccc(C(F)(F)F)cc42)CCCCC3)c1 | -0.8
CCc1c(-c2ccccc2)nc2nc(C)c(C)nn12 | 1.5
C=CC[n+]1c(C)csc1Nc1ccc(C)cc1 | -0.8
CCNC(=S)N/N=C/c1cccc(OCc2c(F)cccc2Cl)c1 | 0.0
O=C1c2[nH]nc(-c3ccccc3O)c2C(c2cccc(O)c2)N1Cc1ccco1 (stereo not drawn) | 4.2
CC(=O)c1cc2c(cc1NC(=O)CCC1CCCC1)OCO2 | -0.6
